# Screens deposited in PubChem by several laboratories.
# West Nile antiviral: West Nile virus antiviral activity, cell-based, CPE readout (AID 1621); CPE inhibition, % at 10 µM; hits with a dose series show IC50 in µM; West Nile virus-infected cells, CPE inhibition; higher % means a stronger effect; 290,000 tested, 0.02% active; in the data active = a potency from the dose series; inconclusive = CPE inhibition mostly from about 3.7% at the one dose, without a potency; inactive = the rest, 99 in 100 with CPE inhibition below about 2.2%; note: strong numbers were not always called active
# NTR1 ag: agonists of NTR1, primary screen, imaging, U2OS cells, beta-arrestin-GFP, high content (AID 493036); 330,000 tested, 0.17% active; activation, % at 20 µM; NTR1-U2OS beta-arrestin-GFP spot imaging, agonist mode; Neurotensin receptor type 1 (Homo sapiens), P30989;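 active = activation at or above 40% of the spot to cytoplasm intensity ratio, with at least 20 cells analyzed; inconclusive = wells under 20 cells, flagged as cytotoxic or low count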;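 note: 0% = DMSO without peptide and 100% = 100 nM NTR1 peptide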
# Target sequence (P30989 whole entry, looked up): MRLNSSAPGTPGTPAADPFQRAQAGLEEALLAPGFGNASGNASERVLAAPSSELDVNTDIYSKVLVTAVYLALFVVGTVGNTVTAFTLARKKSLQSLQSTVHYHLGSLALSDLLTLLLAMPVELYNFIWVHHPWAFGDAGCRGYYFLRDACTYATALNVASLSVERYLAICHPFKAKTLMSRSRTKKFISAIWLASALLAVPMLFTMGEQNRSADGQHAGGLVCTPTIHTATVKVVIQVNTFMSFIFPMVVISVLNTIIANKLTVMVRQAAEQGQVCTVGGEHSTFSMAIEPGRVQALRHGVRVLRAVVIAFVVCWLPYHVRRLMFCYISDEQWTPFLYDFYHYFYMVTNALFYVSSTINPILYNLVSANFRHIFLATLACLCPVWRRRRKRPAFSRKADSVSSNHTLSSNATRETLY
# Rac1 GTP hydrolysis: MgcRacGAP GTPase-activating activity inhibitors, confirmation, biochemical, ADP Hunter fluorescence. AID 624330, 2012. MgcRacGAP-stimulated Rac1 GTP hydrolysis, ADP Hunter fluorescence; higher % means a stronger effect; GST-tagged Rac1 F28L mutant substrate. inhibition, % at 30 µM; hits with a dose series show IC50 in µM. 340,000 tested, 0.6% active;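 active = first-screen hits whose inhibition reached a set limit at any dose in the follow-up dose series; inconclusive = inhibition above the set first-screen limit but never retested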;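 note: fluorescence reports GDP produced by GAP-driven GTP hydrolysis; strong numbers were not always called active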
# Large T inhibition: SV40 large T antigen inhibitors, biochemical (AID 1903). 310,000 tested, 0.39% active. SV40 large T antigen ATPase/helicase inhibition assay; higher % means a stronger effect. inhibition, % at 20 µM, or IC50 in µM where a hit was titrated; in the data active = a potency from the dose series; inconclusive = inhibition mostly from about 32% at the one dose, without a potency; inactive = the rest, 99 in 100 with inhibition below about 32%; note: strong numbers were not always called active
# RSV antiviral HEp-2: RSV antiviral activity via CPE protection, HEp-2 cells, primary 10 µM value included (AID 2391); HEp-2 cells, RSV-induced CPE inhibition; higher % means a stronger effect; one-dose CPE inhibition, % at 10 µM; IC50 in µM for titrated hits; 310,000 tested, 0.13% active; in the data active = a potency from the dose series; inconclusive = CPE inhibition mostly from about 23% at the one dose, without a potency; inactive = the rest, 99 in 100 with CPE inhibition below about 21%; note: strong numbers were not always called active
# K1F lysis inhibition: inhibition of K1F phage lysis, E. coli UTI89, bacterial capsule biogenesis inhibitors, alamar blue (AID 488966) | E. coli UTI89 K1F phage lysis, alamar blue, 2 h; higher % means a stronger effect | inhibition, % at 100 µM, or IC50 in µM where a hit was titrated | 340,000 tested, 0.02% active;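 active = phage lysis inhibition, versus mean bacterial control, above a set limit; inconclusive = no clear call, values can overlap the other calls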;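 note: capsule biogenesis inhibitors block K1F phage lysis so surviving cells raise fluorescence; higher fluorescence means more inhibition of phage lysis; actives were called in the ten point dose series up to 300 µM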
# AID2073: inhibitors of Mint1-CaV2.2 protein interaction, biochemical, HTRF (AID 2073) | Voltage-dependent N-type calcium channel subunit alpha-1B (Homo sapiens) | HTRF protein-protein interaction, Mint1-CaV2.2; higher % means a stronger effect | inhibition, % at 20 µM; hits with a dose series show IC50 in µM | 290,000 tested, 0.19% active; in the data active = inhibition mostly above about 51%, no sharp cut-off; inconclusive = no clear call, values can overlap the other calls; inactive = mostly below about 53%; note: some results filed as inactive read as strong as hits
# SIAH1 antagonists: Siah-1 peptide-binding antagonists, primary screen, biochemical, fluorescence polarization, rhodamine-plectin, uHTS (AID 1817). E3 ubiquitin-protein ligase SIAH1 (Homo sapiens). displacement, % at 20 µM; hits with a dose series show IC50 in µM. 290,000 tested, 0.02% active. Siah-1 / rhodamine-plectin peptide fluorescence polarization; higher % means a stronger effect;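 active = displacement of at least 50% at 20 µM, with a fluorescence ratio check between 0.3 and a set limit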;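 note: plate controls were Siah plus tracer with DMSO for no effect and tracer alone without Siah for full effect; strong numbers were not always called active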
# Dengue-2 NS5 capping: Dengue-2 NS5 methyltransferase inhibitors, primary screen, biochemical, confirmation dose response (AID 588689) | Dengue-2 NS5 methyltransferase capping enzyme assay, biochemical; higher % means a stronger effect | inhibition, % at 25 µM; hits with a dose series show IC50 in µM | 340,000 tested, 0.3% active; in the data active = a potency from the dose series; inconclusive = inhibition above about 29% without an active follow-up result
# NTR1 ag cell count 20 µM: recorded beside NTR1 ag, whose call it bears; cell count; measured here: cell count, cytotoxicity flag
# Dengue-2 NS5 capping pilot replicate: further read-out of Dengue-2 NS5 capping, marked with its call; inhibition, %; measured here: pilot screen replicate inhibition
# * = called active by the depositor; ? = inconclusive; · = no result given; & = joins results of further samples; [ ] = dose if it differs, or a comment.
# Sample of the layout (2 entries):
SMILES,West Nile antiviral,NTR1 ag,NTR1 ag cell count 20 µM,Rac1 GTP hydrolysis,Large T inhibition,RSV antiviral HEp-2,K1F lysis inhibition,AID2073,SIAH1 antagonists,Dengue-2 NS5 capping,others
O=C(CSc1nc(=O)n(CCCN2CCOCC2)c2c1CCCC2)Nc1ccc(F)cc1,·,0.3,69,2%,9%,-1.6%,1.4%[50 µM],·,·,0%,
Cc1cc(C)c(OCC(=O)Nc2ccc(NC(=O)c3ccco3)cc2)c([N+](=O)[O-])c1,-0.1%,·,·,-1%,12%,0.9%,-0.7%,22%,30%,·,

# The listing, from the first entry:
SMILES,West Nile antiviral,NTR1 ag,NTR1 ag cell count 20 µM,Rac1 GTP hydrolysis,Large T inhibition,RSV antiviral HEp-2,K1F lysis inhibition,AID2073,SIAH1 antagonists,Dengue-2 NS5 capping,others
O=C(CSc1nc(=O)n(CCCN2CCOCC2)c2c1CCCC2)Nc1ccc(F)cc1,·,0.3,69,2%,9%,-1.6%,1.4%[50 µM],·,·,0%,
Cc1cc(C)c(OCC(=O)Nc2ccc(NC(=O)c3ccco3)cc2)c([N+](=O)[O-])c1,-0.1%,·,·,-1%,12%,0.9%,-0.7%,22%,30%,·,
COC(=O)CSc1nnc(CNC(=O)c2cc(OC)c(OC)c(OC)c2)n1C,0.1%,1.6,64,11%,-2%,0.5%,1.2%,23%,7%,-10%,
CCC(C)NC(=O)Nc1ccc(Br)cc1Cl (stereo unspecified),-0.3%,0.8,84,8%,2%,11%,0.2%,11%,7%,1%,
NS(=O)(=O)c1ccc(CCNC(=O)Cc2ccc(S(=O)(=O)N3CCCC3)s2)cc1,0.2%,0.0,50,-1%,7%,4.2%,0.5%,32%,9%,-5%,
CCN(CC)S(=O)(=O)c1ccc(/C=C/C(=O)Nc2ccccc2N2CCOCC2)cc1,0.2%,-1.4,65,3%,30%,1.4%,0.3%,12%,6%,6%,
Cc1c(OCc2ccccc2)c(=O)ccn1Cc1ccc(Cl)cc1,-0.6%,12,45,17%,5%,1.0%,-0.2%,0%,0%,0%,
O=C(NCCO)C1CCN(C(=O)c2ccc(-c3ccccc3)cc2)CC1,0.4%,-0.8,62,5%,16%,2.9%,0.4%,11%,1%,-3%,
C/C(Cl)=C/CSc1nn2c(=O)c3ccccc3nc2s1,-0.3%,2.1,44,13%,19%,7.2%,1.7%,-4%,-5%,-10%,
Cc1ccccc1NC(=O)NCC1CCCO1 (stereo unspecified),0.3%,0.6,48,11%,4%,0.0%,0.8%,-1%,-1%,0%,
COC(=O)COc1ccc(S(=O)(=O)Nc2ccc3c(c2)OCO3)cc1Cl,0.4%,4.5,58,-3%,3%,-2.4%,2.2%,-9%,0%,2%,
O=C(Nc1ccc(OC(F)(F)F)cc1)C1CCCN(S(=O)(=O)c2cnc[nH]2)C1 (stereo unspecified),0.2%,0.9,67,7%,7%,1.8%,0.0%,4%,-1%,-6%,
CCN(CC)CCNC(=O)c1ccc(Sc2ccc(C)cc2)c(NC(C)=O)c1,0.1%,0.0,60,-4%,11%,-2.4%,4.7%,15%,1%,-3%,
COc1ccccc1C(=O)NCCC(=O)NNC(=O)C1COc2ccccc2O1 (stereo unspecified),·,0.2,73,7%,15%,-1.1%,1.0%[50 µM],·,·,1%,
O=C(NNC(=S)NC(=O)c1sc2ccccc2c1Cl)c1ccc(Cl)cc1,0.1%,36,68,17%,19%,2.9%,-1.7%,15%,-13%,3%,
Clc1ccccc1-c1nn2c(-c3ccncc3)nnc2s1,-0.1%,-0.7,47,6%,25%,17%,2.8%,-4%,-5%,-7%,
O=C(NCCc1ccccc1)c1cc([N+](=O)[O-])ccc1N1CCOCC1,·,1.6,75,1%,·,·,-2.6%,·,·,-9%,
CCCn1nc(C(=O)OCC(=O)c2c(N)n(C)c(=O)n(C)c2=O)c2ccccc2c1=O,-0.6%,-0.2,65,-11%,22%,-2.5%,1.1%,3%,0%,-6%,
Cc1csc(SCC(=O)NC(C)C2CC3CCC2C3)n1 (stereo unspecified),·,0.4,70,8%,10%,2.4%,1.7%[50 µM],·,·,1%,
COc1cccc(CC(=O)Nc2nc(-c3ccc(OC)c(OC)c3)cs2)c1,-0.2%,13,38,-4%,22%,13%,-0.3%,14%,6%,12%,
Cc1csc(SC(C)c2nc3scc(-c4ccccc4)c3c(=O)[nH]2)n1 (stereo unspecified),0.1%,3.9,69,14%,11%,9.2%,0.3%[50 µM],1%,8%,-3%,
Cc1sc2ncnc(SCC(=O)c3ccc(O)cc3O)c2c1C,-0.4%,7.1,52,4%,21%,0.4%,-0.1%,-4%,-4%,2%,
CCN1CCN(C(=O)c2ccc(CN(c3ccc(C)c(C)c3)S(C)(=O)=O)cc2)CC1,-0.9%,1.3,79,-1%,-5%,-2.0%,-0.3%,6%,-6%,-10%,
CCCNCC(O)Cn1c2ccccc2n2c(=O)cc(C)c(C#N)c12 (stereo unspecified),-0.7%,1.9,49,10%,7%,-0.7%,3.2%,21%,2%,-4%,
Clc1ccc(SCCN2CCNCC2)cc1,-0.4%,-0.9,86,13%,6%,-1.7%,0.1%,-16%,16%,10%,
COc1ccc(-c2csc(NC(=O)COC(=O)c3ccco3)n2)cc1,0.1%,1.3,52,6%,-5%,6.4%,1.4%[50 µM],3%,7%,-6%,
C/C(CC(=O)Nc1cc(C)cc(C)c1)=N\NC(=O)c1ccccn1,-1.0%,-0.7,68,9%,7%,2.1%,1.3%[50 µM],5%,3%,-4%,
CC(=O)N1CCCc2cc(S(=O)(=O)N3CCCC(C(=O)N4CCN(c5cccc(Cl)c5)CC4)C3)ccc21 (stereo unspecified),?,18,51,7%,14%,-1.3%,0.1%,10%,-2%,-12%,
CC(=O)Nc1sc(NC(=O)c2ccc(C)cc2)nc1-c1cccs1,-0.3%,-1.3,61,8%,7%,0.4%,1.0%,1%,20%,-9%,
CCN(c1ccc(NC(=O)COC(=O)c2ccc([N+](=O)[O-])o2)cc1)C(C)C,·,1.3,63,18%,·,0.2%,-0.3%[50 µM],·,·,5%,
Cc1csc(NC(=O)CSc2nc3ccccc3c(=O)[nH]2)n1,1.3%,-2.6,87,-2%,7%,0.9%,-0.3%,-1%,2%,-1%,
COC(=O)c1cn(NC(=O)c2cc(OC)cc(OC)c2)c(=O)c2ccccc12,0.1%,-1.5,52,4%,8%,1.1%,0.5%,-1%,-3%,-6%,
COc1cc2c(cc1OC)C(C)N(C(=O)Cn1ncc3c1-c1ccccc1OC3)CC2 (stereo unspecified),0.2%,1.0,68,3%,4%,1.6%,5.6%,24%,4%,-4%,
CCCCC[n+]1ccn(C2=C([O-])c3ccccc3C(=O)/C2=N\S(=O)(=O)c2ccc(Br)cc2)c1,0.9%,6.2,50,9%,16%,-0.7%,0.1%,-7%,3%,11%,
CN(C)S(=O)(=O)c1cccc(NC(=O)CCc2c[nH]c3ccccc23)c1,-0.1%,4.9,59,-10%,11%,6.3%,-0.6%,6%,2%,3%,
CS(=O)(=O)N1CCN(c2ccc(C(=O)NC3C4CC5CC(C4)CC3C5)cc2[N+](=O)[O-])CC1 (stereo unspecified),-0.1%,6.1,49,10%,1%,-2.0%,11%,9%,-1%,-2%,
COc1ccc(NC(=O)N2CC(C)OC(C)C2)cc1OC (stereo unspecified),-0.2%,-0.1,89,16%,5%,0.3%,0.3%,-4%,-4%,-12%,Dengue-2 NS5 capping pilot replicate=-1.5
Cc1ccc(NC(=O)CCc2ccc(C)o2)c(C)c1,0.4%,-0.1,77,-11%,2%,0.1%,-0.1%,-2%,-4%,-11%,
CC1=NNC(=O)C1C(c1ccc(F)cc1)C(C#N)C#N (stereo unspecified),-0.1%,4.6,39,11%,·,1.1%,-0.6%,·,·,-10%,
Cc1ccc2cc(CN(C(=O)c3ccncc3)C(C)C)c(=O)[nH]c2c1,0.2%,-0.7,28,-5%,3%,-0.2%,-0.1%,-3%,2%,-2%,
CCOc1ccc(-c2nc(N)ncc2Oc2ccc(OC)cc2)c(O)c1,0.9%,14,48,2%,8%,4.9%,-1.0%[50 µM],14%,3%,-12%,
COc1ccc(Cc2nnc(NC(=O)Cn3cnc4c3c(=O)n(C)c(=O)n4C)s2)cc1,0.0%,0.6,60,3%,4%,-0.1%,1.1%,-2%,5%,4%,
CCN1CCN(c2ccc(S(=O)(=O)N3CCCCC3)cc2NC(=O)/C=C/c2ccc(F)cc2)CC1,·,1.7,77,7%,14%,-2.2%,0.4%[50 µM],·,·,-1%,
COc1ccc(OC(C)C(=O)N2CCOCC2)cc1 (stereo unspecified),0.7%,-1.8,93,9%,0%,0.1%,0.0%,6%,3%,-9%,
O=C1c2ccccc2C(Nc2ccc(-c3nc4ccccc4[nH]3)cc2)N1Cc1ccco1 (stereo unspecified),0.1%,4.5,55,10%,3%&1%,2.1%,-1.8%,3%,12%,-7%,
CCC(=O)NNc1cc(=O)c2c(=O)n(C)c(=O)n(C)c2[nH]1,0.6%,0.4,43,10%,1%,-1.3%,0.7%,-1%,0%,6%,
CCCC(=O)Nc1ccccc1-c1nnn(CC(=O)Nc2ccc(OCC)cc2)n1,-1.6%,0.3,88,5%,1%,0.5%,0.2%,-1%,-5%,-2%,
Cc1ccc(C)c(S(=O)(=O)N(C)C2(C)CCS(=O)(=O)C2)c1 (stereo unspecified),·,0.2,55,6%,16%,1.0%,-0.9%,·,·,-7%,
CCOC(=O)CCCNC(=O)CSc1nc2ccc(OCC)cc2[nH]1,-0.4%,-0.3,63,4%,7%,1.3%,0.1%,3%,-8%,-1%,
O=C(CCNC(=O)c1ccccc1Cl)Nc1ccccc1N1CCCC1,-0.7%,0.0,57,7%,9%,1.5%,0.2%,0%,-4%,-1%,
O=C(COC(=O)/C=C/c1ccc2c(c1)OCO2)NCc1ccccc1,·,-0.7,61,1%,·,0.6%,1.3%[50 µM],·,·,-3%,
CCc1ccc(C(=O)NNC(=O)c2c(CC)noc2C)cc1,·,0.5,44,7%,0%,-2.2%,1.8%[50 µM],·,·,-11%,
N#Cc1nc(-c2cccs2)oc1N1CCN(c2ccccc2)CC1,-0.7%,11,51,4%,4%,5.2%,1.4%,-5%,-8%,-8%,
Cc1ccc(N2C(=O)N(CC(=O)Nc3ccc(F)c(F)c3)C(=O)C2C)cc1 (stereo unspecified),·,0.3,69,3%,8%,1.8%,1.2%[50 µM],·,·,-4%,
